Bioassay records deposited in PubChem BioAssay by several laboratories.
eIF4E 4G PPI: eIF4E–eIF4G protein interaction inhibitors, primary screen, biochemical, uHTS, TR-FRET, eIF4GI fragment | Eukaryotic translation initiation factor 4E (Mus musculus) + Eukaryotic translation … | TR-FRET eIF4E-eIF4GI(517-606) binding, 2 h | inhibition, % at 21.7 µM | 220,000 compounds, 0.37% hits | AID 782, 2007;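 active = inhibition above about 30%, limit read from the data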;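 note: 0% = full FRET control wells and 100% = background wells lacking eIF4GI fragment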
Tb hexokinase: Trypanosoma brucei hexokinase 1 inhibitors, primary screen, biochemical, G6PDH-coupled NADH absorbance, MLSCN library. inhibition, % at 10 µM. recombinant TbHK1, G6PDH-coupled NADH A340. AID 1430, 2008. hexokinase 1 [Trypanosoma brucei]. 220,000 compounds, 0.11% hits;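 active = inhibition of 50% or more in the single-dose primary screen; inactive = inhibition below 50%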
PGE2 EP2 inh: human EP2 receptor antagonists, primary screen, TR-FRET cAMP, C6 glioma cells; inhibition, % at 25 µM; 260,000 compounds, 0.52% hits; C6 glioma cells expressing human EP2; cells stimulated with saturating PGE2; Prostaglandin E2 receptor EP2 subtype (Homo sapiens), P43116;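 active = percent inhibition above 40 after rounding to a whole number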;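 note: rat C6 glioma host cells with rolipram phosphodiesterase inhibitor present; the protocol text gives 20 µM as final concentration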
EP2 mod: EP2 receptor modulators, cAMP readout, primary screen, cell-based, HTRF cAMP, PGE2 stimulation. EP2-expressing cells, cAMP HTRF FRET, PGE2 co-stimulation. induction, % at 25 µM. 260,000 compounds, 0.83% hits;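 active = compounds whose cAMP rise, as percent of the full-agonist control response, exceeds 60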;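 note: rat C6 glioma line stably carrying human EP2 under a CMV promoter; the protocol text gives 20 µM as final concentration; 100% = response of wells given 1 µM PGE2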
14-3-3 Bad PPI: inhibitors of 14-3-3 zeta/Bad binding, primary screen, biochemical, TR-FRET, bovine 14-3-3 zeta. AID 781, 2007. inhibition, % at 21.7 µM. TR-FRET 14-3-3zeta/Dy647-pBad peptide displacement, 1 h. 220,000 compounds, 0.71% hits. 14-3-3 protein zeta/delta (Bos taurus), P63103;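 active = inhibition above about 70%, limit read from the data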;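 note: 0% = full 14-3-3 plus peptide FRET controls and 100% = background without 14-3-3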
zVAD death inh: inhibitors of zVAD-triggered necroptosis, primary screen, L929 cells | 220,000 compounds, 0.38% hits | viability rescue, % at 10 µM | L929 zVAD necroptosis rescue, ATP luminescence, 24 h; with zVAD 60 µM | AID 1377, 2008;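 active = activation, scaled between plate controls, above about 75%, limit read from the data; inactive = activation under that limit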;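 note: 0% = zVAD with DMSO and 100% = DMSO alone without zVAD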
Rad51 HR inh: human RAD51 strand exchange inhibitors, primary screen, biochemical, fluorescence | AID 1385, 2008 | inhibition, % at 10 µM | DNA repair protein RAD51 homolog 1 (Homo sapiens), Q06609 | hRad51 DNA strand exchange, fluorescence dequenching | 200,000 compounds, 0.085% hits;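 active = inhibition above 40% at the single screening dose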;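 note: 0% = DMSO control wells and 100% = blanks with heterologous ssDNA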
Target sequence (Q06609 whole entry, looked up): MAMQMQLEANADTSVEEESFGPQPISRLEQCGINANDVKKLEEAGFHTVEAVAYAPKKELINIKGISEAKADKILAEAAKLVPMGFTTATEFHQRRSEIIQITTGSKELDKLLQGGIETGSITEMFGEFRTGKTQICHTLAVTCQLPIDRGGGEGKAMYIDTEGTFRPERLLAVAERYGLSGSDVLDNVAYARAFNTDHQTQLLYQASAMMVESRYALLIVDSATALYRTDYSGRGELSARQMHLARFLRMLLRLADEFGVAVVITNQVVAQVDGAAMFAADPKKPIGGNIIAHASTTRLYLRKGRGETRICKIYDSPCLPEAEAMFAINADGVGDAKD
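Test system: preformed human Rad51 ssDNA filaments. Compound dosing: single dose, 10 µM final compound. Incubation: filaments 15 min 37 °C, then compound 30 min. Technique: FRET fluorescence dequenching, excitation 485 nm, emission 520 nm. Read-out basis: percent inhibition from fluorescence, normalised to plate control and blank means. Benchmarks: plate controls and plate blanks.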
Hck Nef HTS: inhibitors of Nef-activated human Hck kinase, primary screen, biochemical, Z-Lyte FRET, 384-well, Hck-YEEI. inhibition, % at 20 µM. Recombinant Hck-YEEI plus Nef, Z-Lyte FRET kinase assay. 220,000 compounds, 0.68% hits. Tyrosine-protein kinase HCK (Homo sapiens), P08631;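 active = Hck-Nef kinase inhibition above about 50%, limit read from the data; inactive = inhibition below that limit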;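 note: 0% = DMSO with Hck plus Nef and 100% = Hck alone without Nef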
Target sequence (P08631 whole entry, looked up): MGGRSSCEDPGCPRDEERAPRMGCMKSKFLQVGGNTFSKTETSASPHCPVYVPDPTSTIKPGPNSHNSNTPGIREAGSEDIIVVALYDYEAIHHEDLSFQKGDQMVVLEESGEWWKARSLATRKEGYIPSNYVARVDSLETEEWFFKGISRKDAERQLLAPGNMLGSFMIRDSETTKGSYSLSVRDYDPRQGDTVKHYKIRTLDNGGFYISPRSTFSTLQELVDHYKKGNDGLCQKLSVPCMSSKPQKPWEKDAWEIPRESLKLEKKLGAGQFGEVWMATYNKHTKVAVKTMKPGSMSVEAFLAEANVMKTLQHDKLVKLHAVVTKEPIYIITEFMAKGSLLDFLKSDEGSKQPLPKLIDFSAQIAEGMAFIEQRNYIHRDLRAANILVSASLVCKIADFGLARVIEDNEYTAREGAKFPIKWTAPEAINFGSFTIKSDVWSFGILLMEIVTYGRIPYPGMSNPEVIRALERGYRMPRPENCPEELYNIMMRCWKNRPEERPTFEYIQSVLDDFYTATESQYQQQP
m-calpain inh: inhibitors of pig calpain II, primary screen, biochemical, fluorogenic peptide substrate, 1536-well; purified calpain II, 30 min; 220,000 compounds, 0.37% hits; inhibition, % at 16 µM; AID 1236, 2008;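 active = inhibition above about 50%, limit read from the data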
* = called active by the depositor; [ ] = dose if it differs, or a comment. Some of the compounds tested; count on the stated rates, not on these rows.

CC1CCCN(C(=O)N2c3ccccc3Sc3ccccc32)C1 (stereo not given) was read as eIF4E 4G PPI 4, Tb hexokinase -2, PGE2 EP2 inh 2, EP2 mod 55, 14-3-3 Bad PPI 3, zVAD death inh -1.1, Hck Nef HTS -1 and m-calpain inh -4.
`CCC(C)C(=O)Nn1c(C2CC2)nc2cc(OC)c(OC)cc2c1=O` (stereo not given) gave eIF4E 4G PPI -1, Tb hexokinase 3, PGE2 EP2 inh -1, EP2 mod 34, 14-3-3 Bad PPI -5, zVAD death inh 0.5, Rad51 HR inh 8, Hck Nef HTS 23 and m-calpain inh -18.
For CCC(=O)Nc1ccc(C(=O)Nc2ccc3c(c2)C(=O)N(CC2CCCO2)C3=O)cc1 (stereo not given) the results were eIF4E 4G PPI -4, Tb hexokinase -1, PGE2 EP2 inh 9, EP2 mod 2, 14-3-3 Bad PPI -3, zVAD death inh 0.5, Rad51 HR inh 15, Hck Nef HTS 1 and m-calpain inh -456.
O=C(c1cccnc1Cl)N(Cc1ccccc1)Cc1ccccc1 was read as eIF4E 4G PPI -1, Tb hexokinase 1, PGE2 EP2 inh 5, EP2 mod 22, 14-3-3 Bad PPI -1, zVAD death inh 1.2, Rad51 HR inh 31, Hck Nef HTS 2 and m-calpain inh 29.
`COc1ccc(C2c3[nH]c4ccccc4c3CCN2Cc2ccoc2)c(F)c1` (stereo not given) gave eIF4E 4G PPI 5, Tb hexokinase -11, PGE2 EP2 inh 6, EP2 mod 30, 14-3-3 Bad PPI -12, zVAD death inh -1.1, Rad51 HR inh -7, Hck Nef HTS -2 and m-calpain inh -49.
O=C(/C=C/c1ccccc1)NC(=S)NNC(=O)c1cnccn1 was read as eIF4E 4G PPI 1, Tb hexokinase -19, PGE2 EP2 inh 5, EP2 mod -11, 14-3-3 Bad PPI -8, zVAD death inh 7.9, Rad51 HR inh 3, Hck Nef HTS 15 and m-calpain inh -10.
`O=C(Cn1nnc(-c2ccc(S(=O)(=O)N3CCCC3)cc2)n1)NCC1CCCO1` (stereo not given) gave eIF4E 4G PPI -16, Tb hexokinase 3, PGE2 EP2 inh 10, EP2 mod -22, 14-3-3 Bad PPI 10, zVAD death inh -0.5, Rad51 HR inh -5, Hck Nef HTS -2 and m-calpain inh 9.
COc1ccc(/C=C/c2nnc(NC(=O)c3ccco3)s2)cc1 was read as eIF4E 4G PPI 2, Tb hexokinase -47, PGE2 EP2 inh 13, EP2 mod -20, 14-3-3 Bad PPI -12, zVAD death inh 0.4, Rad51 HR inh -3, Hck Nef HTS 53* and m-calpain inh -8.
Screening O=c1c(-c2nnc(SCc3ccc(Cl)cc3Cl)o2)cccn1Cc1ccccc1 returned eIF4E 4G PPI 5, Tb hexokinase 2, PGE2 EP2 inh 7, EP2 mod 15, 14-3-3 Bad PPI 9, zVAD death inh -0.2, Rad51 HR inh 4, Hck Nef HTS 7 and m-calpain inh -135.
O=C(O)C(Cc1ccccc1)N1C(=O)C2CCCCC2C1=O (stereo not given) was read as eIF4E 4G PPI 1, Tb hexokinase 1, PGE2 EP2 inh 8, EP2 mod 19, 14-3-3 Bad PPI -2, zVAD death inh 1.7, Rad51 HR inh 2, Hck Nef HTS 17 and m-calpain inh -19.
Screening CCN(CC)S(=O)(=O)c1ccc(NC(=O)C2COc3ccccc3O2)cc1 (stereo not given) returned eIF4E 4G PPI 4, Tb hexokinase -10, PGE2 EP2 inh 26, EP2 mod -23, 14-3-3 Bad PPI -12, zVAD death inh 19, Rad51 HR inh -1, Hck Nef HTS 0 and m-calpain inh 26.
N#C/C(=C\c1ccc(Cl)cc1)c1nc(-c2ccco2)cs1 was read as eIF4E 4G PPI 12[fluorescence artefact?], Tb hexokinase -1, PGE2 EP2 inh 1, EP2 mod 38, 14-3-3 Bad PPI 6, zVAD death inh 0.9, Rad51 HR inh 4, Hck Nef HTS 2 and m-calpain inh 19.
Screening Cn1ncc([N+](=O)[O-])c1C(=O)N/N=C/c1ccc(F)cc1 returned eIF4E 4G PPI -9[fluorescence artefact?], Tb hexokinase -9, PGE2 EP2 inh 6, EP2 mod 5, 14-3-3 Bad PPI -5, zVAD death inh 0.3, Rad51 HR inh 0, Hck Nef HTS 6 and m-calpain inh 17.
`COc1ccc(NC(=O)Cn2nnc3sc4c(c3c2=O)CC(C)(C)OC4)cc1` gave eIF4E 4G PPI 2, Tb hexokinase -23, PGE2 EP2 inh 13, EP2 mod 12, 14-3-3 Bad PPI -1, zVAD death inh 1.4, Hck Nef HTS 17 and m-calpain inh -8.
`Cc1ccccc1-c1nnn(CC(=O)c2ccc(S(=O)(=O)N3CCCC3)cc2)n1` gave eIF4E 4G PPI 3, Tb hexokinase 2, PGE2 EP2 inh 9, EP2 mod 15, 14-3-3 Bad PPI 5, zVAD death inh -0.5, Rad51 HR inh 0, Hck Nef HTS 1 and m-calpain inh 17.
`COc1cccc(-c2cc(C(F)(F)F)n3nc(N)nc3n2)c1` gave eIF4E 4G PPI 5[fluorescence artefact?], Tb hexokinase -22, PGE2 EP2 inh 7, EP2 mod -5, 14-3-3 Bad PPI -17[fluorescence artefact?], zVAD death inh -0.2, Rad51 HR inh -1, Hck Nef HTS 1 and m-calpain inh -43.
For O=C(c1ccco1)N1CCN(C(=O)C(c2ccccc2)c2ccccc2)CC1 the results were eIF4E 4G PPI 1, Tb hexokinase 2, PGE2 EP2 inh 13, EP2 mod 10, 14-3-3 Bad PPI -3[fluorescence artefact?], zVAD death inh -1.2, Rad51 HR inh -1, Hck Nef HTS 8 and m-calpain inh -13.
COc1ccc(N=C2CC(C)(C)CC(=O)/C2=C(/O)c2ccccc2)cc1 was read as eIF4E 4G PPI 3, Tb hexokinase -10, PGE2 EP2 inh 12, EP2 mod -8, 14-3-3 Bad PPI -1, zVAD death inh 1.3, Rad51 HR inh -4, Hck Nef HTS 10 and m-calpain inh 0.
COc1cc(NC(=O)Nc2cccc([N+](=O)[O-])c2)cc(OC)c1 was read as eIF4E 4G PPI 1, Tb hexokinase -3, PGE2 EP2 inh 8, EP2 mod -48, 14-3-3 Bad PPI -5, zVAD death inh 2.2, Rad51 HR inh 28, Hck Nef HTS 4 and m-calpain inh -6.
For O=C(CSc1ncccn1)N1CCc2ccccc2C1 the results were eIF4E 4G PPI -4, Tb hexokinase -2, PGE2 EP2 inh 13, EP2 mod 29, 14-3-3 Bad PPI -4, zVAD death inh 1.3, Rad51 HR inh 5, Hck Nef HTS 21 and m-calpain inh -30.

No new results follow: entries from further up.
O=C(/C=C/c1ccccc1)NC(=S)NNC(=O)c1cnccn1 was read as eIF4E 4G PPI 1, Tb hexokinase -19, PGE2 EP2 inh 5, EP2 mod -11, 14-3-3 Bad PPI -8, zVAD death inh 7.9, Rad51 HR inh 3, Hck Nef HTS 15 and m-calpain inh -10.
`O=C(Cn1nnc(-c2ccc(S(=O)(=O)N3CCCC3)cc2)n1)NCC1CCCO1` (stereo not given) gave eIF4E 4G PPI -16, Tb hexokinase 3, PGE2 EP2 inh 10, EP2 mod -22, 14-3-3 Bad PPI 10, zVAD death inh -0.5, Rad51 HR inh -5, Hck Nef HTS -2 and m-calpain inh 9.

Continuation:
CCOC(=O)c1sc(NC(=O)/C=C/c2ccccc2)nc1C was read as eIF4E 4G PPI -3, Tb hexokinase -12, PGE2 EP2 inh 12, EP2 mod 17, 14-3-3 Bad PPI 0, zVAD death inh 1.6, Rad51 HR inh 13, Hck Nef HTS 5 and m-calpain inh -137.
O=C(Cn1nc(-c2ccccc2)ccc1=O)Nc1ccc(N2CCN(C(=O)c3ccccc3)CC2)cc1 was read as eIF4E 4G PPI 3, Tb hexokinase -3, PGE2 EP2 inh 1, EP2 mod -18, 14-3-3 Bad PPI 7, zVAD death inh -1.5, Rad51 HR inh -1, Hck Nef HTS -4 and m-calpain inh -59.
Cc1cccc(OCc2nnc(SCc3nc4ccccc4c(=O)[nH]3)o2)c1 was read as eIF4E 4G PPI -6, Tb hexokinase 1, PGE2 EP2 inh 9, EP2 mod -5, 14-3-3 Bad PPI 8, zVAD death inh 0.2, Rad51 HR inh -2, Hck Nef HTS 0 and m-calpain inh 6.
`O=C(O)C1CC(c2cccc(Br)c2)=NO1` (stereo not given) gave eIF4E 4G PPI -2, Tb hexokinase 5, PGE2 EP2 inh 6, EP2 mod 2, 14-3-3 Bad PPI 2[fluorescence artefact?], zVAD death inh 0.1, Rad51 HR inh 0, Hck Nef HTS 1 and m-calpain inh 3.
O=C(c1cc(-c2cccc(O)c2)on1)N1CCN(C(c2ccccc2)c2ccccc2)CC1 was read as eIF4E 4G PPI 1, Tb hexokinase 7, PGE2 EP2 inh 3, EP2 mod 48, 14-3-3 Bad PPI -6, zVAD death inh 1.3, Rad51 HR inh -4, Hck Nef HTS -2 and m-calpain inh 26.
CCCCn1c(SCN2C(=O)c3ccccc3C2=O)nc2cc(S(N)(=O)=O)ccc21 was read as eIF4E 4G PPI 6, Tb hexokinase -1, PGE2 EP2 inh 2, EP2 mod -22, 14-3-3 Bad PPI -8, zVAD death inh 2.9, Rad51 HR inh 9, Hck Nef HTS -1 and m-calpain inh -39.
For CC1(C)CC(=O)c2cnc(NC(=O)CSc3nc4ccccc4o3)nc2C1 the results were eIF4E 4G PPI 0, Tb hexokinase 6, PGE2 EP2 inh 19, EP2 mod -11, 14-3-3 Bad PPI -8[fluorescence artefact?], zVAD death inh 0.5, Rad51 HR inh 3, Hck Nef HTS -9 and m-calpain inh -10.
Cc1cc(Cl)cc(C)c1OCCCCn1ccnc1 was read as eIF4E 4G PPI -2, Tb hexokinase 13, PGE2 EP2 inh 0, EP2 mod 12, 14-3-3 Bad PPI 16[fluorescence artefact?], zVAD death inh 0.7, Rad51 HR inh -3, Hck Nef HTS -3 and m-calpain inh -44.
CCN1C(=O)/C(=C/N2CCc3ccccc32)SC1=S was read as eIF4E 4G PPI 4[fluorescence artefact?], Tb hexokinase 23, PGE2 EP2 inh 13, EP2 mod 6, 14-3-3 Bad PPI -15, zVAD death inh -1.0, Rad51 HR inh -109, Hck Nef HTS 9 and m-calpain inh -127.
Screening O=c1[nH]c(=S)n(-c2cccc(Cl)c2)c(O)c1/C=N/N1CCOCC1 returned eIF4E 4G PPI 1, Tb hexokinase -35, PGE2 EP2 inh 0, EP2 mod -6, 14-3-3 Bad PPI 2, zVAD death inh 0.7, Rad51 HR inh 12, Hck Nef HTS 15 and m-calpain inh 4.
For N/C(COc1ccc(Cl)cc1Cl)=N\NS(=O)(=O)c1ccccc1 the results were Tb hexokinase 6, PGE2 EP2 inh 8, EP2 mod 3, zVAD death inh 0.0, Rad51 HR inh 6, Hck Nef HTS 3 and m-calpain inh 27.
